Screening results (PubChem BioAssay)
PI5P4K alpha inh: blocks human PI5P4K alpha kinase activity; 330,000 tested, 1.2% active; max response, %; AID 652105; P48426; PI5P4Kalpha enzyme, ADP-Glo luminescence, 60 min; active compounds read low; active means max response of -50% or lower; inconclusive means between -30% and -50%; inactive means -30% or higher; further: value at the top dose of about 77 µM; on the % scale 0 is the no-effect control and ±100 the full control effect
Target sequence (P48426 whole entry, looked up): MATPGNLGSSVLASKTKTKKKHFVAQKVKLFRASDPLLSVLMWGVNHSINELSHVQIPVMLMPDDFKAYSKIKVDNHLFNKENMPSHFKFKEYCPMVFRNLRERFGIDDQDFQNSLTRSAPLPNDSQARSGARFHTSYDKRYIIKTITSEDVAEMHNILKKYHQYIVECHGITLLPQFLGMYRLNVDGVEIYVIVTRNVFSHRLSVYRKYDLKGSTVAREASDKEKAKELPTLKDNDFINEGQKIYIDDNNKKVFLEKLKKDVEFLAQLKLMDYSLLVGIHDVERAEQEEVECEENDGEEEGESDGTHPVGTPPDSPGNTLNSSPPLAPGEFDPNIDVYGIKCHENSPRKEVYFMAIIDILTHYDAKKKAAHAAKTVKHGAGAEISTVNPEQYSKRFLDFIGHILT
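PI5P4Kalpha ADP-Glo assay; 5 microM ATP final; 60 min RT reaction; HEPES pH 7.4/EGTA/CHAPS, 5% DMSO; controls lacking substrate or enzyme; luminescent end-point.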
GLP-1R inv ag: acts as inverse agonist at human GLP-1 receptor. P43220. HEK293 GLP-1R CRE-luciferase, luminescence, 24 h; GLP-1R form is constitutively active. Potency, µM (series often up to 38.3 µM), without a hit: at the top dose activity change, negative = inhibition, most hits filed as inhibitors. 410,000 tested, 1.6% active. AID 624417; further: potency means the concentration at half of the fitted maximal effect; on the % scale 0 is the no-effect control and ±100 the full control effect; nearly all actives have a fitted effect of over 55% in size
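Using stably transfected HEK293 (constitutively active GLP-1R, cAMP-luciferase reporter), compounds were incubated 24 hr and luciferase measured by luminescence.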
PLK1 PBD inh: inhibitors of human PLK1 polo-box domain binding; P53350; Plk1 PBD binding of FITC phosphopeptide, fluorescence polarization; Potency, µM, for the others: max response, negative = inhibition, actives largely listed as inhibitors; 360,000 tested, 2.8% active; AID 720504; further: potency means the concentration at half of the fitted maximal effect; series mostly up to about 57 µM; on the % scale 0 is the no-effect control and ±100 the full control effect; nearly all actives have a fitted effect of over 65% in size
Target sequence (P53350 whole entry, looked up, the tested form may be a part): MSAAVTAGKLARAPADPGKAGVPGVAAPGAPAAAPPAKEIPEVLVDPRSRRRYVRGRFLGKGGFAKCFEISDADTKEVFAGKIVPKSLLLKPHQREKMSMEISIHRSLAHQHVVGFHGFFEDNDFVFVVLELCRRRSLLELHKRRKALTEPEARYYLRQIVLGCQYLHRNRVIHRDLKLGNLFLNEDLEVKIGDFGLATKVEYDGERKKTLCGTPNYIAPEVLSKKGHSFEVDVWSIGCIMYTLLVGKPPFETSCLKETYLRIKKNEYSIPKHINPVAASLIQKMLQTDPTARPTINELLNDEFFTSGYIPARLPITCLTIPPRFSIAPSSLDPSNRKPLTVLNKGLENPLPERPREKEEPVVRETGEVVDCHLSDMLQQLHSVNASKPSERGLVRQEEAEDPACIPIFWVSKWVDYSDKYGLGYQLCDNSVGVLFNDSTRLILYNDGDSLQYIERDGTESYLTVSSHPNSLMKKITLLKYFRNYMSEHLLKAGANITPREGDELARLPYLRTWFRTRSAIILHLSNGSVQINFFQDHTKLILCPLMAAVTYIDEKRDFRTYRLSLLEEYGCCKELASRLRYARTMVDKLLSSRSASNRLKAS
IL-2 act: IL-2 activation. IL-2 activation reporter assay, cell-based qHTS; stimulated with anti-CD3/CD4/CD28 beads; in transgenic mouse T cells. activation, % (series mostly up to about 46 µM). 360,000 tested, 0.065% active. AID 652025; in the data active means activation above about 50%; inconclusive means mostly about 30% to 49%; further: 0% is about no effect
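Unstimulated transgenic mouse T cells; 60-min compound exposure; bead-based TCR/CD4/CD28 stimulation; 18 h culture, 37 degrees C; dual fluorescence (EGFP, DsRed) plate cytometry.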
EPAC1 antagonist: blocks human EPAC1 exchange factor; O95398; EPAC1 GEF assay, Rap1b-BODIPY-GDP exchange fluorescence; Potency, µM (doses to about 115 µM), without a hit: top-dose activity change, negative = inhibition, hits mostly inhibitors; 360,000 tested, 0.14% active; AID 720709;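 further: potency means the concentration at half of the fitted maximal effect; plate controls were vehicle for no effect and positive control for full effect; nearly all actives have a fitted effect of over 50% in size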
PTHR1 ag: PTHR1 (human) receptor agonism. Q03431. Potency, µM (doses to about 115 µM), inactives show top-dose activation, usual class: activators. HEK293 GP2 PTHR1 cells, GloSensor cAMP luminescence, 1 h. 410,000 tested, 0.075% active. AID 743266; further: potency means the concentration at half of the fitted maximal effect; nearly all actives have a fitted effect of over 55% in size; some results filed as inactive show a strong effect at the top dose; inactives centre near -15; many of its hits are not listed in these tables
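HEK-293-derived GP2 cells expressing PTHR1 and a GloSensor cAMP reporter, 3,000/well, plated overnight, given luciferin plus IBMX (each 0.5 mM as added) for 1 h at 37 °C, then compound for 1 h at 37 °C. Luminescence was read after 15 min at room temperature.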
EPAC1 ag: activates human EPAC1 exchange factor. EPAC1 agonist qHTS, biochemical assay; response scale: 100% = response to 6.5 mM cAMP. 360,000 tested, 0.073% active. O95398. Potency, µM (highest dose often 154 µM), for inactives: at the highest dose activation, usual class: activators. AID 720707; further: potency means the concentration at half of the fitted maximal effect; nearly all actives have a fitted effect of over 60% in size
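Compounds were pinned as a concentration titration into mixtures of EPAC1 (100 nM), BODIPY-GDP-loaded Rap1B (250 nM) and GDP (50 uM). After 5 min at room temperature, fluorescence was followed for 30 min; activity was scaled to 6.5 mM cAMP.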
GLP1R ag: GLP-1 receptor (human) agonism; 380,000 tested, 0.007% active; HEK293 GLP-1R CRE-luciferase, luminescence, 4-6 h; cells express a hypersensitive GLP-1R form; Potency, µM (titrated, usually from 45.6 µM), inactives show at the top dose activation, actives largely listed as activators; P43220; AID 624172; further: potency means the concentration at half of the fitted maximal effect; % of control where 0% means no effect
HEK293 tox: cytotoxicity in counter-screen for GLP-1R inverse agonists | 410,000 tested, 0.13% active | HEK293 cAMP-luciferase reporter cells, luminescence, 24 h | Potency, µM (series often up to 38.3 µM), inactives show top-dose activity change, negative = inhibition, most hits filed as inhibitors | AID 624418;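 further: loss of luciferase light is scored as toxicity; potency means the concentration at half of the fitted maximal effect; on the % scale 0 is the no-effect control and ±100 the full control effect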
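Cells in DMEM/10% Nu serum/1% pen-strep, 1536-well format. Pre-incubated 12 h, dosed with 23 nL compound, incubated a further 24 h. Luciferase detection, 12 min at room temp, luminescence.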
* marks the source's active call; other numbers are inactive results; i = inactive; ? = inconclusive; · = not tested or not shown; [ ] = remark or other dose. Unless noted, the call rests on the fitted dose curve; in most records, active means well fitted curve in the direction sought with a large enough effect; inconclusive means small, poorly fitted or top-dose-only effect, or another doubt; inactive means no such curve, though single readings can be large; an effect the other way counts as inactive or inconclusive. Only part of the results is shown; the hit share may differ from the screen's.

SMILES	PI5P4K alpha inh	GLP-1R inv ag	PLK1 PBD inh	IL-2 act	EPAC1 antagonist	PTHR1 ag	EPAC1 ag	GLP1R ag	HEK293 tox
c1ccc(CC2CCCCN2)cc1 (stereo not given)	-8.3	-2.4%	-14.0%	0.2	7.3%	i	5.7%	-25.4%	16.8%
CC(=Nc1ccccc1N)c1c(O)n(C)c(=O)[nH]c1=O	-8.8	9.8%	-7.5%	-0.1	-2.4%	-30.9%[inhibitor]	2.0%	0.3%	-4.3%
CN1CCN(c2ccc(Cl)cc2N)CC1	-4.0	-29.9%	-0.7%	-2.0	13.2%	i	-9.4%	-3.0%	2.7%
C[C@]12CC[C@H]3C(CCC4(O)CC(O)CC[C@]34C=O)C1=CC[C@H]2c1ccc(=O)oc1 (stereo not given in full)	-2.3	?	-9.4%	1.2	4.1%	-14.2%	-8.2%	-11.2%	?
CC(C)(c1ccc(O)cc1)c1ccc(O)cc1	6.7	?	4.1%	-3.3	7.3%	-0.5%	-16.3%	13.4%	-19.5%
COC(=O)C1=C(c2ccc(F)cc2OCc2ccccc2)C[C@@H]2CC[C@H]1N2C(=O)N1CCCC1	-9.4	?	-3.4%	-0.8	-14.1%	-22.7%	2.8%	3.6%	-4.5%
COc1ccc(CCN)cc1O	0.0	-6.0%	-0.4%	0.2	6.8%	-1.1%	-17.2%	6.3%	-2.5%
COC(=O)C1=C(c2ccc(S(C)(=O)=O)cc2)C[C@@H]2CC[C@H]1N2C(=O)N1CCCCC1	-2.4	14.5%	?	0.8	-1.1%	i	6.2%	-3.4%	-26.4%
Cc1cccc(C(=O)Nc2ccc(Cl)cc2C(=O)c2ccccc2)c1	·	?	-3.5%	2.7	-0.3%	3.2%[57.5 µM]	5.1%	-0.1%	5.2%
CCOc1ccccc1Oc1coc2cc(OC(=O)N(C)C)ccc2c1=O	0.5	13.4%	-8.0%	0.2	12.1%	-16.9%	-0.1%	-3.7%	2.2%
COC(=O)C1=C(c2cc3ccccc3s2)C[C@@H]2CC[C@H]1N2C(=O)N1CCCC1	-11.1	-29.2%	-4.3%	-0.5	-18.9%	-38.9%[inhibitor]	-16.5%	8.3%	1.2%
CCOc1cccc(CC(=O)NCc2ccc3c(c2)CCN3C(=O)c2cccc(C)c2)c1OCC	·	8.6%	·	·	·	-30.7%[inhibitor]	·	1.1%	-8.0%
CCOC(=O)C1CCN(/C=C2/C(=O)NC(=O)N(c3cccc(C)c3C)C2=O)CC1	-0.4	11.3%	-15.2%	-2.4	-2.5%	i	4.9%	8.0%	6.4%
COc1ccc(C(C)=O)cc1CC(C(=O)c1ccc(F)cc1)N(C)C (stereo not given)	0.2	-6.3%	-7.6%	-3.3	-11.0%	i	9.6%	9.2%	-3.2%
O=C(O)Cn1cc(C=C2C(=O)NC(=O)NC2=O)c2ccccc21	?	8.6%	?	-2.1	-28.7%	?	2.8%	-0.6%	9.1%
Clc1ccccc1CNC1CN2CCC1CC2 (stereo not given)	0.6	2.4%	-4.8%	-0.4	-0.4%	i	1.4%	-2.2%	-6.1%
CN1CCN(c2ccc([N+](=O)[O-])c3no[n+]([O-])c23)CC1	-11.4	?	-19.5%	-7.9	?	-33.2%	·	-4.3%	?
NC(=O)c1ccsc1NC(=O)COC(=O)Cc1ccccc1	-3.6	10.1%	-9.4%	-0.3	-13.9%	-36.3%[inhibitor]	1.0%	4.1%	0.0%
C[C@@H]1CCCCO[C@H](CN(C)Cc2ccccc2)[C@@H](C)CN([C@H](C)CO)C(=O)c2cc(NC(=O)c3ccccc3)ccc2O1	8.5	?	1.7%	-0.6	-10.6%	-23.7%	-9.5%	-7.0%	-28.0%
COc1ccccc1C(=O)C1CCCN(Cc2cnc(C)s2)C1 (stereo not given)	-0.2	-20.7%	-12.0%	0.1	-4.8%	-66.0%[inhibitor]	-9.9%	5.6%	3.6%
CCOC(=O)c1cc(CC)sc1/N=C/c1c(O)[nH]c(=S)[nH]c1=O	-1.8	-0.6%	94.1%[activator]	-2.6	-14.7%	-14.8%	6.3%	6.2%	8.6%
CC(C)CCCn1c(O)c(/C=C2/C=CC=N2)c(=O)[nH]c1=O	-7.6	?	-18.2%	-0.9	2.2%	-25.3%	-20.0%	3.3%	?
COc1ccccc1CCNC1CCCC(C)C1 (stereo not given)	0.8	2.4%	3.1%	-0.3	-5.7%	i	3.6%	10.5%	-18.3%
CNC(=S)N/N=C1\C2CN3CCN(C2)CC1(c1ccccc1)C3	1.8	11.7%	-3.1%	0.8	9.8%	i	0.8%	-4.1%	-14.2%
COC(=O)C1=C(C(=O)OC)SC2(S1)C(C(=O)OC)=C(C(=O)OC)Sc1c2ssc1=O	?	?	1.19µM*	-0.6	-6.2%	-35.8%	-7.4%	-2.5%	?
CCOc1cc(CNc2ccc3cn[nH]c3c2)ccc1OC	-16.0	21.2%	-22.7%	0.3	?	-7.4%	14.8%	-28.3%	?
CC1CN=C(Nc2cccc3ccccc23)S1 (stereo not given)	13.9	?	-11.3%	-0.4	-10.0%	-6.1%[57.5 µM]	-2.2%	21.4%	0.3%
O=[N+]([O-])c1ccc(NCCCN2CCOCC2)c2ncccc12	-1.7	18.2%	-0.3%	1.9	-7.3%	-19.9%	5.1%	8.5%	-13.1%
S=c1[nH]nc(-c2ccco2)n1-c1cccc2ccccc12	-3.6	-10.6%	-24.9%	-0.3	-3.1%	-30.5%[inhibitor]	1.7%	3.1%	9.7%
COc1cc(/C=N/NP(=S)(c2ccccc2)c2ccccc2)ccc1O	-1.5	?	?	-1.9	-7.1%	i	12.7%	2.6%	-1.5%
CN(C)c1ccc(/C=C/C=C/c2sc3ccccc3[n+]2C)cc1	-13.4	?	5.9%	-6.0	4.7%	-31.6%	-6.4%	4.2%	-24.7%
CNC(=O)Oc1cccc2c1OC(C)(C)O2	0.0	9.1%	?	-0.1	-17.1%	i	0.0%	4.1%	-2.4%
c1ccc(-c2ccc3c(c2)CNCc2cnnn2-3)cc1	19.2	25.4%	-3.4%	-0.6	-0.2%	-12.0%	7.4%	1.9%	-9.7%
CC(=O)O[C@@H]1CC[C@]2(C)C3CC[C@]4(C)C(=O)[C@H](O)CC4C3[C@@H](OC(C)=O)C[C@H]2C1 (stereo not given in full)	3.6	0.6%	-7.3%	0.3	6.9%	i	5.4%	0.4%	4.0%
COc1cccc(C2(C#N)CCN(C)CC2)c1	-12.0	3.4%	-3.8%	-1.9	-17.1%	-7.8%	3.4%	4.5%	4.3%
C/C(=N\N1CCN(C)CC1)c1c(O)n(Cc2ccccc2)c(=O)[nH]c1=O	14.3	11.8%	-4.9%	0.4	9.6%	i	2.3%	-10.0%	-1.0%
O=c1[nH]c(=O)n(CCc2ccccc2)c(O)c1C=NCCCn1ccnc1	6.7	-13.8%	-7.7%	0.0	-5.3%	i	16.9%	23.1%	-3.0%
CCCCC(CC)COC(=O)c1ccccc1C(=O)OCC(CC)CCCC (stereo not given)	13.2	-1.8%	-9.1%	0.2	-15.8%	-4.5%	-18.4%	5.6%	-3.4%
CCc1c(C)nc(N)nc1N1N=C1SCCOc1ccccc1	0.4	2.7%	-5.6%	-2.1	-7.1%	-18.5%	0.8%	15.2%	9.2%
CC12CN3CCN(C1)CC(C)(C3)C2=NN	-1.1	25.0%	4.1%	-1.4	11.2%	i	-0.8%	0.4%	24.4%
COc1ccc(N2CCN(CCCNC(=O)c3cnn(-c4ccc(F)cc4)c3-n3cccc3)CC2)cc1	·	?	·	·	·	-54.5%[inhibitor]	·	-9.6%	6.0%
CCc1c(C)nc(N)nc1N1N=C1SCC(N)=O	1.5	0.0%	-7.1%	-2.8	-1.8%	21.4%[57.5 µM]	0.4%	-0.4%	6.1%
CCC(=O)Nc1ccc(Cl)c(Cl)c1	0.3	-5.5%	-8.5%	0.2	5.7%	-8.1%	3.6%	-1.4%	-7.2%
CC(Cc1ccc(O)cc1)NCC(O)c1ccc(O)c(O)c1 (stereo not given)	-58.8*	127.3%[activator]	?	-3.0	?	?	-0.5%	?	19.3%
COc1ccc(N2CC2c2ccncc2)cc1 (stereo not given)	2.2	·	-8.7%	-1.1	-17.5%	i	8.8%	18.9%	56.5%[activator]
CC(C)COP(=O)(c1ccc(N(C)C)cc1)C(O)c1ccc(Br)cc1 (stereo not given)	0.8	?	0.8%	1.1	-6.2%	i	-3.5%	5.6%	-1.4%
O=P(c1ccccc1)(c1nc2ccccc2s1)N1CCOCC1 (stereo not given)	·	3.4%	-20.1%	-1.6	-0.2%	i	3.6%	9.7%	19.2%
COc1ccc(C2CC(c3cccs3)=NN2c2nc(C)c(C(C)=O)s2)cc1OC (stereo not given)	13.0	20.9%	-16.8%	1.5	-11.7%	9.5%	0.1%	12.0%	343.8%[activator]

Just GLP1R ag, for some of the entries so far:
SMILES,GLP1R ag
CC(Cc1ccc(O)cc1)NCC(O)c1ccc(O)c(O)c1 (stereo not given),?
CCC(=O)Nc1ccc(Cl)c(Cl)c1,-1.4%
O=P(c1ccccc1)(c1nc2ccccc2s1)N1CCOCC1 (stereo not given),9.7%
CCc1c(C)nc(N)nc1N1N=C1SCC(N)=O,-0.4%
COc1ccc(N2CC2c2ccncc2)cc1 (stereo not given),18.9%
COc1ccc(C2CC(c3cccs3)=NN2c2nc(C)c(C(C)=O)s2)cc1OC (stereo not given),12.0%

Single records (already shown).
`CC(Cc1ccc(O)cc1)NCC(O)c1ccc(O)c(O)c1` (stereo not given) in the list: PI5P4K alpha inh: -58.8*; GLP-1R inv ag: 127.3%[activator]; PLK1 PBD inh: ?; IL-2 act: -3.0; EPAC1 antagonist: ?; PTHR1 ag: ?; EPAC1 ag: -0.5%; GLP1R ag: ?; HEK293 tox: 19.3%
`COc1ccc(N2CC2c2ccncc2)cc1` (stereo not given) in the list: PI5P4K alpha inh: 2.2; GLP-1R inv ag: ·; PLK1 PBD inh: -8.7%; IL-2 act: -1.1; EPAC1 antagonist: -17.5%; PTHR1 ag: i; EPAC1 ag: 8.8%; GLP1R ag: 18.9%; HEK293 tox: 56.5%[activator]
